# HIF act = HIF pathway transcriptional activation | U2OS HRE-luciferase reporter, luminescence; normalized: DMSO 0%, desferrioxamine 100% | activation, % at 7.5 µM (by protocol) | hit rate 0.32% among 300,000 | AID 1910;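 active = mean activation of at least 10% of the iron chelator positive control signal, with at least half of replicates also reaching 10%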
# HSP90 refold inh = inhibitors of HSP90 luciferase refolding in rabbit reticulocyte lysate; luciferase refolding luminescence, 3 h; inhibition, % at 5.6 µM; hit rate 0.91% among 290,000;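 active = inhibition above the screen-wide mean plus 3 SD, computed separately per campaign, cut at about 16% in these data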;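 also: 0% = DMSO wells and 100% = 60 µM geldanamycin wells; inhibitors lower the luminescence because luciferase stays unfolded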
# GSK3A inh = blocks human GSK-3 alpha kinase; P49840; ADP-Glo luminescence, 60 min; inhibition, % at 10 µM; hit rate 0.1% among 320,000; AID 2650;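 in the data active = inhibition above about 50%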;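 also: GST-tagged GSK-3 alpha with peptide substrate and 25 µM ATP; 0% = DMSO neutral wells and 100% = GW8510 positive control wells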
# Target sequence (P49840 whole entry, looked up): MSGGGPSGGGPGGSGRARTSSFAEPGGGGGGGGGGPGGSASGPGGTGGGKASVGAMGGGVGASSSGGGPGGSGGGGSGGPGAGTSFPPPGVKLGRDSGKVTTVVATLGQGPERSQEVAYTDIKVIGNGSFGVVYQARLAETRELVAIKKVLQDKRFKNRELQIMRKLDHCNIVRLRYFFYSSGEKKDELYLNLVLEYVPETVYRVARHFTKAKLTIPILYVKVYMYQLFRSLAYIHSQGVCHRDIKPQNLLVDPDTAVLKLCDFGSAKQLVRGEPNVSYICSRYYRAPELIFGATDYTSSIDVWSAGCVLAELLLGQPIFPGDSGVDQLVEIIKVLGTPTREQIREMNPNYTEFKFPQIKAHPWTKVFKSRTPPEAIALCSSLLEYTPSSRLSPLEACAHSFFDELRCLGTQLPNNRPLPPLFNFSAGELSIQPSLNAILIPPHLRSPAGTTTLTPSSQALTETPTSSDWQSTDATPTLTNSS
# KLF5 inhibitor = suppresses KLF5 promoter-driven expression; DLD-1 KLF5 promoter-luciferase reporter, luminescence; AID 1700; inhibition, % at 5 µM; hit rate 0.23% among 290,000;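 active = inhibition above a per-plate limit of that plate's mean compound inhibition plus 3 SD, cut at about 60% in these data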;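 also: 0% = DMSO wells and 100% = LY294002 at 200 µM; higher means less KLF5 promoter-driven luciferase light; inactives centre near -14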
# HSF1 activator = increases HSF-1 driven luciferase reporter signal. NIH3T3-HGL HSF-1 luciferase reporter, MG132, 8 h; 100% = twice DMSO control signal. activation, % at 9 µM. hit rate 1.7% among 300,000. AID 504408;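 active = mean replicate activation of at least 50% with a set share of replicates each reaching 50%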;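 also: 0% = median of the neutral control wells and 100% = twice that signal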
# HSF1 inhib = HSF1 inhibition; NIH3T3-HGL HSE-luciferase, MG132-induced, luminescence 8 h; hits give low values; activity change, negative = inhibition, % at 7.5 µM (by protocol); hit rate 0.77% among 300,000; AID 2098;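 active = more than half of replicate wells show activity change below -50%, luminescence cut by over half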;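 also: luciferase reports HSF-1 transcriptional activity via heat shock element; 0% = median of DMSO wells and -100% = zero luminescence signal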
# GSK3B inh = inhibitors of human GSK3beta kinase; GST-GSK3beta kinase, ADP-Glo luminescence, 60 min; hits give low values; hit rate 0.038% among 300,000; activity score (negative = inhibition), % at 10 µM;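 active = more than half of replicate wells score below -50%, meaning over 50% inhibition versus plate controls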;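 also: 0% = median DMSO wells and -100% = median GW8510 positive control wells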
# Target sequence (P49841 whole entry, looked up): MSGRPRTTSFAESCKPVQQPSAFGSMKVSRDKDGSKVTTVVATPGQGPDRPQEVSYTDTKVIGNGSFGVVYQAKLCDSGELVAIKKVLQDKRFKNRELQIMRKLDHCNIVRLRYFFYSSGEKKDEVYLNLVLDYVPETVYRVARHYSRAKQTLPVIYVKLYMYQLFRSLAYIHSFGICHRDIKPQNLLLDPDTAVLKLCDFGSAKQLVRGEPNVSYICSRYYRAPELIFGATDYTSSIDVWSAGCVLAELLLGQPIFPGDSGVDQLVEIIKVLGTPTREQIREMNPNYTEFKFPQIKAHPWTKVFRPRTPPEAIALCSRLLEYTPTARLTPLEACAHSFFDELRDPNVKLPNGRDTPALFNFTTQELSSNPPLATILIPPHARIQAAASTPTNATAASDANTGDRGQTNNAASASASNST
#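 test system = GST-tagged human GSK3beta kinase, cell-free | reagent = 25 µM ATP with peptide substrate | dosing = one dose of 10 µM per compound | schedule = 60 min reaction, RT | detection = luminescent ADP-Glo measurement of ADP formed | control set = DMSO neutral wells and GW8510 at 20 µM as positive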
# AI-2 QS modul = modulates the Vibrio harveyi AI-2 quorum sensing system; activity change, % at 7.5 µM; Vibrio harveyi JMH597 AI-2 luminescence/OD600 ratio, 9 h; hits give low values; strain lacks LuxN and CqsS sensors; 0 = neutral-control median; hit rate 0.4% among 300,000; AID 2094; in the data active = activity change below about -75%, passing the limit was not always enough;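 also: luminescence divided by OD600 gain over 9 h not by final OD600 alone; inactives centre near 13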
# aSyn UTR inh = MLPCN primary screen, SNCA 5' untranslated region. hit rate 0.82% among 300,000. inhibition, % (tested at 7.5 µM). alpha-synuclein 5'UTR reporter, inhibitor activity; in the data active = inhibition above about 60%;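 also: H4 neuroglioblastoma cells stably carrying SNCA 5'UTR luciferase fusion; 0% = DMSO wells and 100% = positive control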
# IEC-6 tox = IEC-6 cytotoxicity, counter-screen for KLF5 inhibitors | luminescence viability | inhibition, % at 5 µM | hit rate 0.78% among 290,000 | AID 1825; in the data active = inhibition above about 22%;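 also: 0% = plate median of test compound wells and 100% = cytotoxic reference compound wells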
# * marks the source's active call; other numbers are inactive results; x = not tested or not shown; & = joins results of further samples. Not all compounds are listed; rates above refer to the full screens.
SMILES,HIF act,HSP90 refold inh,GSK3A inh,KLF5 inhibitor,HSF1 activator,HSF1 inhib,GSK3B inh,AI-2 QS modul,aSyn UTR inh,IEC-6 tox
COc1cccc(-c2nn(Cc3ccccc3)cc2C(=O)O)c1,0.2,1,-8,20,-1,7,x,x,-8,0
Cc1cc(NC(=O)COC(=O)c2c(C)nn(Cc3ccccc3Cl)c2Cl)no1,0.0,-1,1,-23,-15,-15,4,33,8,-1
Cc1cccc(N2C(=O)NC(=O)/C(=C\c3ccc(N4CCOCC4)cc3)C2=O)c1,2.1,6,-1,-31,5,-4,4,31,14,-2
COc1ccccc1-n1c(-c2ccccc2F)nc2ccccc2c1=O,-1.0,x,2,x,-3,-1,0,-14,-22,x
CCC(=NCCc1ccccc1)c1c(O)n(C)c(=O)n(C)c1=O,0.3,2,5,5,-10,-3,0,-10,3,7
O=C(O)c1ccccc1NC(=O)N1C[C@H]2C[C@@H](C1)c1cccc(=O)n1C2,-0.2,0,-5,-13,5,-8,0,-6,5,-5
CCOc1ccc(-n2c(O)c(C=Nc3ccc(N4CCOCC4)cc3)c(=O)[nH]c2=O)cc1,0.8,-2,3,4,-12,-5,-5,9,7,-6
N#Cc1ccc(NC(=O)CN2CCCC2)cc1Cl,-1.4,0,0,-33,-13,-2,3,10,-20,-6
COc1ccccc1CN1CCN(Cc2ccc(Cl)cc2)CC1,0.2,-2,x,-6,-1,5,-1,16,0,10
COc1ccc(C(=O)O/N=C(/C(N)=O)P(=O)(OC(C)C)OC(C)C)cc1,1.0,-4,-4,1,5,-1,-2,31,-19,-3
COc1ccc2cc(C(=O)C3CCCN(C4CCOCC4)C3)ccc2c1 (stereo not given),0.2,0,-1,3,-12,-8,-4,15,8,1
CN1CCc2nc3ccc(F)cc3c(C(N)=O)c2C1,0.2,1,-2,-18,-5,-2,0,24,-3,1
O=P(NC(c1ccccc1)c1ccccc1)(Oc1ccccc1)Oc1ccccc1,-0.5,-3,-4,-25,12,0,-21,15,19,-4
O=C(O)C1(c2ccc(Cl)cc2)CCC1,-0.2,-7,-1,-16,1,-13,-4,21,0,-3
COc1ccc(CC(=O)N2CCN(C)CC2)cc1OC,-0.1,7,0,-11,-20,1,-2,25,5,3
CCC(COC(=O)c1cc(OC)c(OC)c(OC)c1)(c1ccccc1)N(C)C (stereo not given),-0.3&-0.2,-1,0&1,-16,-12&0,-1&4,0&1,23&18,-14,4
Fc1ccccc1N1CCN(Cc2c(F)cccc2F)CC1,0.0,-2,1,-15,-3,-7,3,3,-4,-2
CC(=O)NC(Cc1ccc(N(CCCl)CCCl)cc1)C(=O)O (stereo not given),0.2,0,-1,-8,-3,-7,6,14,16,-3
O=C1CCN(C(=O)CCCn2c(=O)oc3ccccc32)CC1,-0.8,1,1,3,-10,-5,-1,17,-4,-2
O=C(C1CC(=O)N(c2ccc(F)c(Cl)c2)C1)N1CCC2(CC1)OCCO2 (stereo not given),0.2,2,-4,-6,x,x,-6,14,5,6
O=c1c2ccccc2nc(N2CCCC2)n1-c1ccc(Cl)cc1,0.5,-6,10,-7,13,-4,1,30,31,1
O=C(Cc1ccccc1)N1CCN(Cc2ccccn2)CC1,0.2,-1,-1,-15,-17,-10,6,-1,-5,5
CC1(C)C(C(=O)NN2C(=O)c3ccccc3C2=O)C1(C)C,0.0,2,-2,6,-1,-13,-2,-16,13,7
O=[N+]([O-])[N-][n+]1cnn(Cc2ccccc2)c1,-0.4,5,1,-4,-14,1,5,2,3,2
O=C1C2CCCN2C(c2ccccc2)N1c1ccccn1 (stereo not given),-0.3,2,-1,-17,0,-2,-3,9,-11,-4
O=C(Nc1cccc(C(F)(F)F)c1)OC1CN2CCC1CC2 (stereo not given),-0.2,2,0,6,-8,6,1,5,-22,5
Cc1ccc(-n2nc(C)c(C3C(C#N)=C(N)Oc4c3c(=O)oc3ccccc43)c2Cl)cc1 (stereo not given),-0.5,4,x,16,4,-3,1,6,-6,6
O=c1[nH]c(O)c(C=Nc2ccccc2[N+](=O)[O-])c(=O)[nH]1,-0.5,-1,12,-52,46,9,2,-8,17,4
Cc1sc2ncnc(N3CCC(C(=O)Nc4ccc(C#N)c(Cl)c4)CC3)c2c1C,-0.4,x,x,x,1,-5,-3,39,14,x
COc1ccc(C(C)=O)cc1CN1CC=C(c2ccccc2)CC1,-0.4,1,0,-26,13,0,1,12,0,-7
CCCCCCNC(=O)N[C@H](Cc1ccc(O)cc1)C(=O)NCCC[C@H]1CN2C(=NC[C@H]2CCC)N1CC1CCC1,0.2,x,3,x,-29,-8,-7,37,-20,x
CNc1ccc2oc(C[C@H]3O[C@@]4(CC[C@H]3C)O[C@H]([C@H](C)C(=O)c3ccc[nH]3)[C@H](C)C[C@H]4C)nc2c1C(=O)O,0.2,x,-4,x,-20,-20,1,174,117*,x
Cc1cccc(-c2nc3ccccc3c(=O)n2-n2cccc2)c1,0.0,1,1,11,-2,5,2,20,-24,5
COP(=O)(OC)C1(O)C(=O)Nc2ccc(Br)cc21 (stereo not given),0.4,-2,-2,-10,-20,-15,4,54,13,2
O=S(=O)(c1ccccc1)N1CC1c1ccccc1 (stereo not given),1.6,-4,0,-8,10,8,0,20,-43,2
O=C1Nc2ccccc2/C1=C/c1nc2ccccc2c(=O)n1-c1ccc(O)cc1,1.7,9,1,-19,18,10,1,0,-77,2
O=c1c2ccccc2nc(Cc2ccccc2)n1-c1ccccc1O,0.2,3,2,9,13,5,-3,18,7,-1
O=C1C=C2C=C[C@H]3C[C@]2(O1)[C@@H]1CCCCN13,0.5,1,0,-9,-7,-8,3,22,-15,2
COc1cccc(C2C([N+](=O)[O-])=C(N)Oc3c2c(=O)oc2ccccc32)c1 (stereo not given),0.0,1,-1,-9,59*,37,-4,-5,-11,0
CCN(CC)c1ccc(N=Cc2c(O)n(-c3cc(OC)ccc3OC)c(=O)[nH]c2=O)cc1,0.7,1,-2,14,-9,-6,-6,15,14,2
Cn1c2ccccc2c2cnn(CC(=O)N3CCC4(CC3)OCCO4)c(=O)c21,-0.2,2,0,-70,-64,-56*,-5,22,-9,-7
O=C(c1cccs1)N1C2CCC1CC(O)(c1cccnc1)C2 (stereo not given),0.3,-8,-1,-17,18,6,3,21,3,0
O=C1NC(=S)N(c2ccc(Cl)cc2)C(=O)/C1=C/N1CCN(C(=O)c2ccco2)CC1,0.1,-2,-4,-33,4,-2,1,12,-12,-6
COc1ccccc1N=Cc1c(O)n(C)c(=O)n(C)c1=O,0.1,-2,4,-2,44,3,-2,30,-13,2
CCCCCCC(=O)c1c(O)n(-c2ccc(OC)cc2)c(=O)[nH]c1=O (tested in a mixture with another compound),-0.4,6,-4,-7,8,1,0,9,-5,-4
COc1ccc(NC(=O)c2cn(CCC#N)nc2-c2ccc([N+](=O)[O-])cc2)cc1,-0.3,3,-2,-13,6,-3,1,12,30,1
Cc1ccc2[nH]c3c(c2c1)CN(C(=O)CN1C[C@H]2C[C@@H](C1)c1cccc(=O)n1C2)CC3,-0.5,2,1,2,11,6,2,19,-2,5
O=C(N/N=C1/CN2CCC1CC2)c1cccc(O)c1,-0.1,2,-2,-58,11,4,2,8,-11,-3

# Limited to AI-2 QS modul and IEC-6 tox, for some of the entries so far:
canonical_smiles,AI-2 QS modul,IEC-6 tox
CCCCCCC(=O)c1c(O)n(-c2ccc(OC)cc2)c(=O)[nH]c1=O (tested in a mixture with another compound),9,-4
COc1ccc(NC(=O)c2cn(CCC#N)nc2-c2ccc([N+](=O)[O-])cc2)cc1,12,1
Cc1ccc2[nH]c3c(c2c1)CN(C(=O)CN1C[C@H]2C[C@@H](C1)c1cccc(=O)n1C2)CC3,19,5

# The listing continues:
SMILES,HIF act,HSP90 refold inh,GSK3A inh,KLF5 inhibitor,HSF1 activator,HSF1 inhib,GSK3B inh,AI-2 QS modul,aSyn UTR inh,IEC-6 tox
O=C1Nc2ccccc2C(c2ccccc2)=NC1O (stereo not given),-1.2,2,-2,-37,-9,-4,1,14,3,2
C=CCn1c(O)c(C(CC)=Nc2cc(OC)ccc2OC)c(=O)[nH]c1=O,-0.1,-2,-3,-26,-8,2,-4,29,37,0
COc1ccc(-c2nc3ccccc3c(=O)n2-c2ccc(OC)cc2)cc1,0.0,2,-2,-8,-38,-17,-8,4,-23,1
CC1(C)COC(Nc2ccc(Cl)cc2)=N1,0.2,-1,-1,-25,-1,9,5,14,-7,1
CN(C)CCN(CC1CCCN(Cc2ccccc2F)C1)C(=O)Cc1ccccc1F (stereo not given),1.0,3,-1,-5,1,-2,-1,-1,6,-2
CN1CCN(c2ccccc2N)CC1,-28,-2,-1,-14,0,-9,1,17,7,5
Cc1cc(/C=C2\C(=O)NC(=O)N(Cc3ccccc3)C2=O)c(C)n1C1CC1,0.1,2,0,-21,-4,10,-2,21,20,5
O=c1[nH]c(O)c(C=Nc2cccc(F)c2)c(=O)[nH]1,-8.4,-3,-1,-29,-6,-7,-1,7,6,-3
CCn1c(O)c(C=Nc2ccc(S(N)(=O)=O)cc2)c(=O)n(CC)c1=S,-0.3,1,-1,-28,22,11,7,54,-8,0
O=C1CC2OCC=C3CN4CCC56c7cc([N+](=O)[O-])ccc7N1C5C2C3CC46 (stereo not given),-0.1,4,x,-13,5,3,3,16,-19,-6
CC(N)Cc1ccccc1Sc1ccc(O)cc1 (stereo not given),-0.1,3,-2,-2,-20,-3,-4,16,15,6
COc1ccc(N2CC2c2ccncc2)cc1 (stereo not given),1.0,-2,-1,-34,-34,-29,0,11,7,0

# Shown with two lines to a compound: five of the compounds above
# Under each structure – HIF act	HSP90 refold inh	GSK3A inh	KLF5 inhibitor	HSF1 activator	HSF1 inhib	GSK3B inh	AI-2 QS modul	aSyn UTR inh	IEC-6 tox
- Fc1ccccc1N1CCN(Cc2c(F)cccc2F)CC1
  0.0	-2	1	-15	-3	-7	3	3	-4	-2
- CC(=O)NC(Cc1ccc(N(CCCl)CCCl)cc1)C(=O)O (stereo not given)
  0.2	0	-1	-8	-3	-7	6	14	16	-3
- O=C1CCN(C(=O)CCCn2c(=O)oc3ccccc32)CC1
  -0.8	1	1	3	-10	-5	-1	17	-4	-2
- O=C(C1CC(=O)N(c2ccc(F)c(Cl)c2)C1)N1CCC2(CC1)OCCO2 (stereo not given)
  0.2	2	-4	-6	x	x	-6	14	5	6
- O=c1c2ccccc2nc(N2CCCC2)n1-c1ccc(Cl)cc1
  0.5	-6	10	-7	13	-4	1	30	31	1

# (further entries)
SMILES,HIF act,HSP90 refold inh,GSK3A inh,KLF5 inhibitor,HSF1 activator,HSF1 inhib,GSK3B inh,AI-2 QS modul,aSyn UTR inh,IEC-6 tox
CCc1c(C)nc(N)nc1N1N=C1SCC(N)=O,-0.8,-4,-2,-15,-2,1,-2,18,6,-2
CC12CN3CCN(C1)CC(C)(C3)C2=NN,-0.2,-4,-2,-31,3,-9,2,20,-45,-6
CCc1c(C)nc(N)nc1N1N=C1SCCOc1ccccc1,-0.5,-1,-3,-8,-17,-4,7,7,14,2
C/C(=N\N1CCN(C)CC1)c1c(O)n(Cc2ccccc2)c(=O)[nH]c1=O,-0.1,0,-1,-19,23,14,1,4,-26,2
Cc1cc(C)n2nc(SC(C)C(=O)N3CCC4(CC3)OCCO4)nc2n1 (stereo not given),0.0,1,-2,-31,15,-9,7,7,11,-2

# Bioassay records deposited in PubChem by several laboratories.
